Pf growth 96h – P. falciparum growth inhibition at 96 hour, primary screen for plastid delayed-death inhibitors | Potency, µM (highest dose often 28.7 µM), for the others: top-dose activity change, negative = inhibition, hits mostly inhibitors | 320,000 tested, 6.9% active | P. falciparum luciferase reporter growth, 96 h; note: potency is the fitted concentration of half-maximal effect; % is set by controls: 0 for no effect and ±100 for the full control effect
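Plates of compound plus infected erythrocytes (2% hematocrit, 0.05% parasitemia final) incubate 96 hours, 37 C, 5% CO2. Detection reagent added; reduced luminescence from the parasites' luciferase reporter flags inhibition.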
AmpC inh no detg – AmpC beta-lactamase inhibition without detergent; AmpC nitrocefin hydrolysis, absorbance 480 nm, 0.0001% Triton; Potency, µM (top dose mostly 57.1 µM), for inactives: at the highest dose activity change, negative = inhibition, usual class: inhibitors; 330,000 tested, 0.52% active; AID 485341;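 note: potency is the fitted concentration of half-maximal effect; plate controls were no compound for no effect and no enzyme for full effect; nearly all actives have a fitted effect of over 20% in size; some results filed as inactive show a strong effect at the top dose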
Target sequence (P00811 whole entry, looked up): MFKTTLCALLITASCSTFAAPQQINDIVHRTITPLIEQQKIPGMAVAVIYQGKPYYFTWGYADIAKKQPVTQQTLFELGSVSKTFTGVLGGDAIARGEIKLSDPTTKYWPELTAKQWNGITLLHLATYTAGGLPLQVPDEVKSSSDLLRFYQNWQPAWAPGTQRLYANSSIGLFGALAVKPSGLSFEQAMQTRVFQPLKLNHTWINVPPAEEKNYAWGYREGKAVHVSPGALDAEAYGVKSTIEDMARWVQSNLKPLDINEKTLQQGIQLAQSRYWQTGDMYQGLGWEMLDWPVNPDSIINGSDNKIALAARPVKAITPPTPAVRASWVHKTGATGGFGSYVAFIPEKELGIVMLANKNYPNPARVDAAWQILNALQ
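AmpC (5.3 nM in the dispensed reagent) in 20 mM phosphate pH 7.0 with 0.01% (detergent screen) or 0.0001% Triton X-100 was preincubated with compounds for 15 min at room temperature. Nitrocefin was then added from an 800 uM solution, and hydrolysis was followed at 480 nm.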
Pf growth 48h – inhibits P. falciparum growth in the first generation, 48 h. AID 504832. P. falciparum luciferase growth in erythrocytes, 48 h. 310,000 tested, 5.9% active. Potency, µM (highest dose often 28.7 µM), for inactives: at the highest dose activity change, negative = inhibition, hits mostly inhibitors; note: potency is the fitted concentration of half-maximal effect; % is set by controls: 0 for no effect and ±100 for the full control effect
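Firefly luciferase activity from engineered P. falciparum reports growth; inhibitors lower the luminescent signal. Cultures contained 2% hematocrit erythrocytes at 0.1% final parasitemia.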
CHX counter – affects cycloheximide protein synthesis inhibition readout, counter-screen; cell reporter, cycloheximide protein synthesis inhibition counterscreen; max response, %; AID 2314; 300,000 tested, 12% active; in the data active = max response mostly above about 13%, no sharp cut-off; inactive = mostly below about 14%; note: read at 38.3 µM for the half of the compounds with a filed dose; 0% is about no effect
LmPK inh – inhibitors of Leishmania mexicana pyruvate kinase | Q27686 | purified LmPK, Kinase-Glo ATP luminescence, 1 h | Potency, µM (series often up to 57.5 µM), inactives show top-dose activity change, negative = inhibition, actives largely listed as inhibitors | 290,000 tested, 0.37% active | AID 1721; note: potency is the fitted concentration of half-maximal effect; % is set by controls: 0 for no effect and ±100 for the full control effect
Target sequence (Q27686 whole entry, looked up): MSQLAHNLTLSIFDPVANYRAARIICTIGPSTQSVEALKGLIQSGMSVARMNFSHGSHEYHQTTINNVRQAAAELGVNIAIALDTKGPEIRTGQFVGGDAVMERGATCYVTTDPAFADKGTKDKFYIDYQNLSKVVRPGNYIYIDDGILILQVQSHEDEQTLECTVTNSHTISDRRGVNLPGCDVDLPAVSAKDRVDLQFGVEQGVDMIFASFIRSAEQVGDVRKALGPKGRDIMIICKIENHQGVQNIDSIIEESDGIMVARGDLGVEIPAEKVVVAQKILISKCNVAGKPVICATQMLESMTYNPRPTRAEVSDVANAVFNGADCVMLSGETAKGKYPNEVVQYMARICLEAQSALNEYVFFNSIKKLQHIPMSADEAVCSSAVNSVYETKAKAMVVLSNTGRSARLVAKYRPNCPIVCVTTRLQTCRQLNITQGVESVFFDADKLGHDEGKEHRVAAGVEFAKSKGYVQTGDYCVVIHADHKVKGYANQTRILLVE
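In 50 mM imidazole pH 7.2 with 7 mM MgCl2, LmPK (0.1 nM) turned over PEP (0.5 mM) and ADP (0.1 mM) for 1 h at room temperature. Luciferase read-out of ATP.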
Shiga inhibitor – inhibitors of Shiga toxin in Vero cells. 290,000 tested, 9.2% active. Vero cells, Shiga toxin protein synthesis inhibition reporter. inhibition, % at 38.7 µM; in the data active = inhibition mostly above about 28%, no sharp cut-off; inactive = mostly below about 43%; note: 0% is about no effect
TbPYK inhibitor – blocks Trypanosoma brucei pyruvate kinase | TbPYK enzyme, Kinase-Glo Plus ATP luminescence, 45 min | Potency, µM (titrated, usually from 76.8 µM), for the others: at the highest dose activity, negative = inhibition, hits mostly inhibitors | 410,000 tested, 0.12% active | AID 624173; note: potency is the fitted concentration of half-maximal effect; % is set by controls: 0 for no effect and ±100 for the full control effect; nearly all actives have a fitted effect of over 50% in size
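T. brucei PYK with substrate was exposed to pin-transferred compounds across a concentration series, then started with 130 uM ADP (final). After 45 min at room temperature, Kinase-Glo Plus luminescence was read, normalized and curve-fitted.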
Numbers without * were called inactive; ? = inconclusive; nt = no result given; [ ] = remark or other dose. Unless noted, calls come from the whole dose curve; as a rule, active = well fitted curve in the direction sought with a large enough effect; inconclusive = small, poorly fitted or top-dose-only effect, or another doubt; inactive = no such curve, though single readings can be large; an effect the other way counts as inactive or inconclusive.

SMILES	Pf growth 96h	AmpC inh no detg	Pf growth 48h	CHX counter	LmPK inh	Shiga inhibitor	TbPYK inhibitor
COCCCNC(=O)c1nc2ccccc2c(=O)n1NC(=O)Nc1c(Cl)cccc1Cl	8%	-10%	3%	-2	1%	13	-7%
Cc1cccn2c(=O)nc(SCC(=O)NC3CCCCC3)nc12	11%	-10%	-21%	nt	nt	nt	-13%
O=C1CC(c2c[nH]c3ccccc23)C(=O)N1c1ccccc1 (stereo not drawn)	7.4µM*	-20%	11%	-2	1%	18	-2%
CN(CC(=O)NC1CC1)S(=O)(=O)c1cc(Cl)ccc1Cl	5.2µM*	12%	4.1µM*	1	-2%	4	3%
c1ccc2oc(N3CCNCC3)nc2c1	-26%	-2%	nt	2	8%	33	0%
Cc1ccc(N(CC(=O)NC2CCCCC2)C(=O)CNC(=O)c2ccco2)c(C)c1	21%	12%	?	-1	-4%	-8	-7%
COc1ccccc1C(=O)Nn1cnc2ccccc2c1=O	-9%	-13%	74%[activator]	24*	-3%	49*	3%
O=C(Nc1cccc(S(=O)(=O)NC2=NCCC2)c1)c1cc(Cl)ccc1[N+](=O)[O-]	19%	-4%	?	nt	nt	nt	-11%
c1ccc(-c2ccccc2OCCCCN2CCCCC2)cc1	18%	29%	10µM*	0	2%	-7	-4%
CCc1nnc(NS(=O)(=O)c2ccc(NC(=O)c3cccc4ccccc34)cc2)s1	-6%	-42%	?	-3	2%	-2	-4%
Cc1ccc(N2CCN(/N=C/C3=C(N4CCOCC4)C(=C\c4ccccc4)/CC3)CC2)cc1	-3%	-17%	14%	1	-1%	-5	2%
CCc1ccc(NC(=S)N2CCCC2)cc1	-18%	1%	111%[activator]	36*	-1%	78*	-4%
O=C(Cc1ccccc1)OCn1nnc2ccccc2c1=O	8%	-17%	-2%	1	3%	-5	0%
O=C(c1ccccc1)N1N=C(c2cccs2)CC1c1ccccc1O (stereo not drawn)	?	-48%	?	-2	7%	11	-7%
CCCCCCC(=O)Nc1ccc(Br)cn1	3%	-21%	143%[activator]	30*	1%	50*	0%
COc1ccc(-c2c(-c3cc(OC)cc(OC)c3)n(C)c3ccc(-c4ccc5[nH]ccc5c4)cc23)cc1	?	-20%	-26%	nt	nt	nt	2%
O=C(CSc1nnc(-c2cccc(S(=O)(=O)N3CCCCC3)c2)o1)NCCC1=CCCCC1	?	-11%	?	1	3%	10	-1%
CCOC(=O)C(=CNc1ccc(S(N)(=O)=O)cc1)C(=O)OCC	38%[activator]	-8%	-6%	-3	4%	-4	0%
O=C(c1cc(-c2ccc(Cl)cc2)n(-c2cc(Cl)ccc2Cl)n1)N1CCOCC1	21%	-11%	?	-2	1%	16	-1%
Brc1cccc(CNc2nc3ccccc3n2CCN2CCCCC2)c1	12µM*	5%	?	-1	2%	-3	-2%
CCCNCC1COc2ccccc2O1 (stereo not drawn)	-2%	-17%	nt	-2	11%	-6	-2%
Clc1ccc(/C=N/c2c(-c3ccc(Cl)cc3)nc3n2CCS3)cc1	?	-24%	17%	10	2%	8	-3%
COc1ccc(N(CC(=O)Nc2nccs2)S(=O)(=O)c2c(C)nn(C)c2C)cc1	?	-16%	nt	-1	4%	6	-12%
CC(C(=O)Nc1ccc2c(c1)OCCO2)N(c1ccccc1)S(C)(=O)=O (stereo not drawn)	34%[activator]	-18%	?	-4	-8%	-4	3%
CCCC(C(=O)NC1CCCC1)N(CC1CCCO1)C(=O)CNS(=O)(=O)c1ccc(F)cc1 (stereo not drawn)	?	20%	-24%	-8	-2%	-1	2%
CCCNC(=O)CCc1cc(C(C)(C)C)c(O)c(C(C)(C)C)c1	?	14%	?	1	0%	-10	4%
CCCCOC(=O)C1=C(C)NC(=O)NC1c1ccccc1 (stereo not drawn)	8.3µM*	-11%	6%	-4	-1%	-6	3%
Cc1ccc(C2=NN(CC(=O)NCc3ccco3)C(=O)CC2)cc1	403%[activator]	-23%	7%	-1	2%	-16	33%[activator]
COCCN1C(=O)C(=O)/C(=C(/O)c2cccc(OC)c2)C1c1ccco1 (stereo not drawn)	1%[5.75 µM]	-14%	34%[activator]	3	5%	-5	-9%
Cc1nnc(SCCn2c(Br)nc3c2c(=O)n(C)c(=O)n3C)s1	11%	-17%	4%	1	1%	-16	-1%
Cc1ccc(C(=O)OCC(=O)N(CCc2ccccc2)Cc2ccccc2)cc1S(=O)(=O)N1CCOCC1	?	54%	?	nt	nt	nt	-7%
CCCc1[nH]nc2c1C(c1ccncc1)C(C#N)=C(N)O2 (stereo not drawn)	?	-13%	-13%	1	7%	9	-17%
Cc1cnc(C(=O)OCC(=O)N(C)CC(=O)Nc2ccccc2Cl)cn1	10%	-3%	?	nt	nt	nt	-7%
Cc1cc(C)nc(-n2ncc3c2CC(c2ccccc2)CC3=O)n1 (stereo not drawn)	?	29%	-28%	-2	1%	-6	0%
CCOC(=O)N1CCN(C(=O)C2CC(=O)N(c3ccccc3)C2)CC1 (stereo not drawn)	-16%	1%	8%	-2	-1%	-3	-2%
CN(C)c1ccc(C(=O)C(O)c2ccccc2)cc1 (stereo not drawn)	24%	-2%	13%	16	2%	10	-1%
O=C(Nc1ccc(N2CCN(C(=O)c3cccs3)CC2)c(Cl)c1)c1cccnc1	155%[activator]	-4%	?	1	1%	20	3%
O=C(NCCc1ccc(Cl)cc1)Nc1ccc(Cl)cc1	-16%	?	-1%	13	-1%	43*	-18%
COc1ccc(OC)c(NC(=O)C23CC4CC(C2)CC(n2cnc(Br)n2)(C4)C3)c1	nt	10%	-25%	-2	-4%	3	-14%
CCC(C)c1ccccc1NC(=O)C(C)NCCN(C)C (stereo not drawn)	4%	-2%	7%	-1	0%	-4	0%
CCOc1nc(NCc2ccco2)nc(Nc2ccc(OC)cc2)n1	nt	-19%	-19%	27*	4%	28	1%
Cc1cc(NC(=O)c2c(-c3ccccc3Cl)noc2C)no1	?	-18%	14%	12	7%	-6	-6%
COc1ccc(-c2sc3ccccc3c2C#CCCO)cc1	?	41%	-14%	12	0%	14	-11%
COc1cc(C2C3C(=O)N(c4ccccc4)C(=O)C3ON2c2ccccc2)ccc1O (stereo not drawn)	75%[activator]	-17%	54%[activator]	14	8%	10	-13%
CCCC(=O)NCc1nc2ccccc2n1C	2%	-29%	10%	-4	-6%	-7	1%
Cn1c(=O)c2c(nc(NCc3cccnc3)n2Cc2cccc(C(F)(F)F)c2)n(C)c1=O	nt	72%[activator]	?	-2	0%	-20	-2%
COc1cccc(OC)c1OCc1cc(C2C3CCCC=C3C(C#N)=C(N)C2(C#N)C#N)c(C)cc1C (stereo not drawn)	9.3µM*	-13%	?	5	3%	-3	-15%
O=[N+]([O-])c1cccc2c(Cl)ccnc12	-22%	109%[activator]	?	-1	3%	34	6%
Cc1nc(C)c(CCNC(=O)c2ccc(C(F)(F)F)cc2)s1	-5%	-6%	-3%	-1	0%	-11	0%
Clc1cccc(Cl)c1CSc1nnc(CN2CCOCC2)n1-c1ccccc1	?	93%[activator]	nt	-6	7%	-3	3%
Clc1ccc(OCCCCCN2CCOCC2)cc1	-6%	10%	0%	1	2%	-6	-14%
Cc1cccc(NC(=S)N(CCN(C)C)Cc2cccs2)c1	?	-12%	19%	12	3%	-6	-8%
CCOC(=O)c1c(N)sc(C(O)(C(F)(F)F)C(F)(F)F)c1-c1ccccc1	90%[activator]	-2%	nt	-2	1%	-25	-14%
CCC(NC(=O)Cc1cccs1)c1ccccc1 (stereo not drawn)	5.9µM*	113%[activator]	3%	2	-1%	-9	-18%
CC1(C)CC(CC(=O)O)(c2ccc(F)cc2)CCO1 (stereo not drawn)	?	-4%	nt	-2	-5%	-8	1%
COc1ccc(CNCCSc2nnnn2C)c(OC)c1OC	-2%	-49%	13%	-2	-11%	-8	-3%
CN=C1NN=C(c2cc(C)n(-c3c(C)n(C)n(-c4ccccc4)c3=O)c2C)CS1	?	160%[activator]	?	-3	-5%	-6	-30%
O=C(CN1C(=O)C2CCCCC2C1=O)N1CCN(c2ncccn2)CC1 (stereo not drawn)	0%	-3%	33%[activator]	9	-6%	10	1%
CN(C)c1oc(-c2ccccc2Cl)nc1P(=O)(c1ccccc1)c1ccccc1	12µM*	162%[activator]	nt	-4	12%	-14	-1%
N#Cc1cc(-c2ccc(Cl)cc2)cn(Cc2c(Cl)cccc2Cl)c1=O	-44%	-30%	-54%	-2	5%	-7	0%

Among those listed so far, ten contain an aryl methoxy group.
SMILES	Pf growth 96h	AmpC inh no detg	Pf growth 48h	CHX counter	LmPK inh	Shiga inhibitor	TbPYK inhibitor
COc1ccccc1C(=O)Nn1cnc2ccccc2c1=O	-9%	-13%	74%[activator]	24*	-3%	49*	3%
COc1ccc(-c2c(-c3cc(OC)cc(OC)c3)n(C)c3ccc(-c4ccc5[nH]ccc5c4)cc23)cc1	?	-20%	-26%	nt	nt	nt	2%
COc1ccc(N(CC(=O)Nc2nccs2)S(=O)(=O)c2c(C)nn(C)c2C)cc1	?	-16%	nt	-1	4%	6	-12%
COCCN1C(=O)C(=O)/C(=C(/O)c2cccc(OC)c2)C1c1ccco1 (stereo not drawn)	1%[5.75 µM]	-14%	34%[activator]	3	5%	-5	-9%
COc1ccc(OC)c(NC(=O)C23CC4CC(C2)CC(n2cnc(Br)n2)(C4)C3)c1	nt	10%	-25%	-2	-4%	3	-14%
CCOc1nc(NCc2ccco2)nc(Nc2ccc(OC)cc2)n1	nt	-19%	-19%	27*	4%	28	1%
COc1ccc(-c2sc3ccccc3c2C#CCCO)cc1	?	41%	-14%	12	0%	14	-11%
COc1cc(C2C3C(=O)N(c4ccccc4)C(=O)C3ON2c2ccccc2)ccc1O (stereo not drawn)	75%[activator]	-17%	54%[activator]	14	8%	10	-13%
COc1cccc(OC)c1OCc1cc(C2C3CCCC=C3C(C#N)=C(N)C2(C#N)C#N)c(C)cc1C (stereo not drawn)	9.3µM*	-13%	?	5	3%	-3	-15%
COc1ccc(CNCCSc2nnnn2C)c(OC)c1OC	-2%	-49%	13%	-2	-11%	-8	-3%

From PubChem
